# eIF4E 4G PPI: eIF4E/eIF4G interaction inhibition in translation initiation; TR-FRET eIF4E-eIF4GI(517-606) binding, 2 h; actives 0.37% (n = 220,000); inhibition, % at 21.7 µM;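 active = inhibition above about 30%, limit read from the data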;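 also: 0% = full FRET control wells and 100% = background wells lacking eIF4GI fragment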
# L929 necroptosis: blocks zVAD induced death of L929 cells; L929 zVAD necroptosis rescue, ATP luminescence, 24 h; with zVAD 60 µM; viability rescue, % at 10 µM; actives 0.38% (n = 220,000); AID 1377;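 active = activation, scaled between plate controls, above about 75%, limit read from the data; inactive = activation under that limit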;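 also: 0% = zVAD with DMSO and 100% = DMSO alone without zVAD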
# TbHK1 inh: T. brucei hexokinase 1 inhibition. recombinant TbHK1, G6PDH-coupled NADH A340. inhibition, % at 10 µM. actives 0.11% (n = 220,000). AID 1430;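 active = inhibition of 50% or more in the single-dose primary screen; inactive = inhibition below 50%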
# EP2 antag: EP2 receptor (human) inhibition; inhibition, % at 25 µM; C6 glioma cells expressing human EP2, cAMP TR-FRET; cells stimulated with saturating PGE2; P43116; actives 0.52% (n = 260,000); AID 1422;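 active = percent inhibition above 40 after rounding to a whole number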;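 also: rat C6 glioma host cells with rolipram phosphodiesterase inhibitor present; the protocol text gives 20 µM as final concentration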
# Target sequence (P43116 whole entry, looked up): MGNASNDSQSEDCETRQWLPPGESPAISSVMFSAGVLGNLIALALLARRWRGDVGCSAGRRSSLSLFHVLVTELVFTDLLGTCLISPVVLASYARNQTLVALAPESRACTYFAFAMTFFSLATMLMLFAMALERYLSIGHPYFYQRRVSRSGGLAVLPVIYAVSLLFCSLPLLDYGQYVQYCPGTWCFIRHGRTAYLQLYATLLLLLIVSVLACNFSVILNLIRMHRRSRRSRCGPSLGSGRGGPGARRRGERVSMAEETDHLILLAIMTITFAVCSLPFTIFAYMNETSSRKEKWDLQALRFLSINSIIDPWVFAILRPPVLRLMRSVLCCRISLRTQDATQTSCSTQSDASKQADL
# Rad51 HR inh: Rad51 (human) homologous recombination inhibition | inhibition, % at 10 µM | hRad51 DNA strand exchange, fluorescence dequenching | actives 0.085% (n = 200,000) | AID 1385 | Q06609;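 active = inhibition above 40% at the single screening dose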;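 also: 0% = DMSO control wells and 100% = blanks with heterologous ssDNA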
# Target sequence (Q06609 whole entry, looked up): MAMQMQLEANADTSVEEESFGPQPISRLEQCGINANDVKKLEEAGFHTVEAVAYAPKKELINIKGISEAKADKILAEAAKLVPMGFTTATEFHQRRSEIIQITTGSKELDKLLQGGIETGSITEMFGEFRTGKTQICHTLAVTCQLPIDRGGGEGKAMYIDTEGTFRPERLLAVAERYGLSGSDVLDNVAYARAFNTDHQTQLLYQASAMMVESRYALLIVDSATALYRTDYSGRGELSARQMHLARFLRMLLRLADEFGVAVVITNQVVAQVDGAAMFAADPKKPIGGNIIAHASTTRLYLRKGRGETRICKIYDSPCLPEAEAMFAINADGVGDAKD
#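 Read-out basis: percent inhibition relative to plate controls and blanks / Assay system: human Rad51 nucleoprotein filaments preassembled on unlabelled ssDNA / Timing: filaments 15 min 37 °C, then compound 30 min / Control set: per-plate controls and blanks / Technique: fluorescence dequenching at 485/520 nm / Compound: 10 µM final, single point / Also added: Fluorescein- and BHQ1-tagged 47-mer duplex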
# 14-3-3 Bad inh: disrupts binding of bovine 14-3-3 zeta to phospho-Bad peptide; AID 781; actives 0.71% (n = 220,000); inhibition, % at 21.7 µM; P63103; TR-FRET 14-3-3zeta/Dy647-pBad peptide displacement, 1 h;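 active = inhibition above about 70%, limit read from the data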;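 also: 0% = full 14-3-3 plus peptide FRET controls and 100% = background without 14-3-3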
# Target sequence (P63103 whole entry, looked up): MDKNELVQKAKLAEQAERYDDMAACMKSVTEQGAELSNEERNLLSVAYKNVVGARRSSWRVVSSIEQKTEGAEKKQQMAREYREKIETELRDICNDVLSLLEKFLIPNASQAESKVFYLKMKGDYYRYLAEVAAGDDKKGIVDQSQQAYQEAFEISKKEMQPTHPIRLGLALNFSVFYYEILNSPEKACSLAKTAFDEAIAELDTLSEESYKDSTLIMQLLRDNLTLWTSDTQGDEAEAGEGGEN
# EP2 mod: modulates human prostaglandin E2 receptor EP2 signaling. P43116. EP2-expressing cells, cAMP HTRF FRET, PGE2 co-stimulation. induction, % at 25 µM. actives 0.83% (n = 260,000). AID 940;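 active = compounds whose cAMP rise, as percent of the full-agonist control response, exceeds 60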;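 also: rat C6 glioma line stably carrying human EP2 under a CMV promoter; the protocol text gives 20 µM as final concentration; 100% = response of wells given 1 µM PGE2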
# Hck Nef HTS: inhibitors of human Hck kinase activated by Nef; inhibition, % at 20 µM; Recombinant Hck-YEEI plus Nef, Z-Lyte FRET kinase assay; actives 0.68% (n = 220,000);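 active = Hck-Nef kinase inhibition above about 50%, limit read from the data; inactive = inhibition below that limit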;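 also: 0% = DMSO with Hck plus Nef and 100% = Hck alone without Nef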
# m-calpain inh: inhibitors of pig calpain II; actives 0.37% (n = 220,000); inhibition, % at 16 µM; AID 1236; purified calpain II, fluorogenic peptide substrate, 30 min;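 active = inhibition above about 50%, limit read from the data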
# Active calls of the source: *; nt = no result given; & = joins results of further samples; [ ] = dose if it differs, or a comment.
# The line under a structure holds: eIF4E 4G PPI	L929 necroptosis	TbHK1 inh	EP2 antag	Rad51 HR inh	14-3-3 Bad inh	EP2 mod	Hck Nef HTS	m-calpain inh
COCCNC(=O)CCc1c(C)nc2nc(-c3cc(OC)cc(OC)c3)nn2c1C
→ 2	1.3	0	6	9	-9	-52	-10	-14
CSc1nc(NC(C)(C)C)nc(N2CCOCC2)n1
→ -2	-0.1	7	10	-8	4	13	3	-1
Cn1c(N2CCCCC2)cc(=O)n(C)c1=O
→ 4[fluorescence artefact?]	0.0	-1	14	4	-7[fluorescence artefact?]	12	-1	-3
Nc1nnc(-c2cn(-c3ccccc3)nc2-c2ccccc2)o1
→ -15	0.5	3	14	2	-3	-40	0	-2
CC(=O)c1cccc(NC(=O)COC(=O)COc2ccccc2C)c1
→ -5	0.0	7	2	1	13	-12	20	27
Cc1nccn1S(=O)(=O)c1ccc(Br)cc1Br
→ 3	0.1	3	5	8	15	-30	1	6
CC1=C(C(=O)OCC2CCCO2)C(c2ccc(C)o2)C2=C(CC(c3ccc(F)cc3)CC2=O)N1 (stereo not given)
→ 11[fluorescence artefact?]	-0.4	6	21	-2	11[fluorescence artefact?]	14	-5	14
COc1ccc(-c2[nH]nc3c2C(c2ccncc2)C(C#N)=C(N)O3)cc1 (stereo not given)
→ 0	0.2	-3	13	-5	-2	-7	1	6
Oc1ccc2ccccc2c1C1Nc2cccc3cccc(c23)N1
→ -1[fluorescence artefact?]	1.0	-16	8	-4	-8	-2	7	-9
c1ccc(C2=NN(c3ccccc3)CC2)cc1
→ 12	0.8	-13	14	14	-5	-11	0	-50
CC(C)CC(NC(=O)c1cccs1)c1nnc(SCc2ccc(Cl)c(Cl)c2)n1C (stereo not given)
→ 5[fluorescence artefact?]	-0.3	1	7	-13	-2[fluorescence artefact?]	28	0	15
O=C(COc1ccc2ccccc2c1)NCCn1ccc2ccccc21
→ 16[fluorescence artefact?]	1.2	0	21	1	9	-73	6	-4
COC(=O)c1c(C)nn(-c2ccccc2)c1N
→ -1[fluorescence artefact?]	nt	-6	10	nt	1	-16	-6	8
CCOC(=O)c1c(C)c(/C=N/Nc2ccccc2)n(C)c1C
→ 5	-0.5	1	10	-14	-7	-8	-5	29
CC(CCc1ccco1)NC(=O)c1cc2c(-c3ccccc3F)nn(C)c2s1 (stereo not given)
→ -2	4.9	-17	13	-5	12	-3	4	-73
N#Cc1c(-c2ccccc2)c(-c2ccccc2)n(Cc2ccco2)c1NC(=O)c1cccs1
→ 1	0.2	-7	17	9	14	27	2	-68
N#Cc1cc(-c2ccc(Cl)cc2)cn(Cc2c(Cl)cccc2Cl)c1=O
→ 1	-0.4	7	4	-2	6	-23	2	-49
CN(C)c1oc(-c2ccccc2Cl)nc1P(=O)(c1ccccc1)c1ccccc1
→ 12	0.2	-12	5	8	37	71*	-12	-6
CCOC(=O)N1CCN(S(=O)(=O)c2ccc([N+](=O)[O-])cc2)CC1
→ 8	-0.7	-3	3	1	4	-13	11	24
CC1=C(C#N)CCC(=O)N1Cc1c(F)cccc1Cl
→ 3	-0.4	0	5	1	-21	23	2	-17
COc1ccc(O)c(C(=O)c2cnc3onc(C)c3c2)c1
→ -11	-0.2	-12	7	-3	3	9	0	-7
Cc1nnc(SC(C(=O)Nc2ccc(Cl)c([N+](=O)[O-])c2)c2ccccc2)[nH]c1=O (stereo not given)
→ -1	9.4	-5	4	5	-5	22	2	12
O=C1C2C3C=CC([C@@H]2C(=O)N1Cc1cccnc1)C31CC1 (stereo not given in full)
→ 1	0.2	0	17	2	19	8	2	15
CN(C)/C=C1\SC(=S)N(c2ccc(F)cc2)C1=O
→ 0	-0.1	-16	8	-6	-7	-10	16	8
CCN(C(=O)CSc1nnnn1-c1cc(C)ccc1OC)C1CCS(=O)(=O)C1 (stereo not given)
→ -10[fluorescence artefact?]	0.5	-5	2	5	2[fluorescence artefact?]	-6	0	27
CC12CCC(C(=O)NCc3ccccc3Cl)(OC1=O)C2(C)C (stereo not given)
→ -1	0.1	-1	1	30	-13	-16	4	-30
CCOC(=O)c1ccc(N2C(=O)CC(N(Cc3ccc4c(c3)OCO4)C(=O)Nc3ccccc3)C2=O)cc1 (stereo not given)
→ -3	0.5	17	5	2	-12[fluorescence artefact?]	-17	-10	8
O=C(COc1ccc(Cl)cc1)Nc1ccc(Cc2ccncc2)cc1
→ 0[fluorescence artefact?]	0.4	-1	16	19	7	-77	0	36
Cc1cc(C)c(C2C3=C(Nc4c2c(C)nn4-c2ccccn2)c2ccccc2C3=O)c(C)c1 (stereo not given)
→ 19	1.6	-7	3	-2	-8	37	4	-51
Cc1ccccc1OCC(=O)Nc1ccc2c(c1)COC2=O
→ -2	0.8	5	8	-6	-2	12	3	5
COc1cc(C2C3C(=O)N(c4ccccc4)C(=O)C3ON2c2ccccc2)ccc1O (stereo not given)
→ 0	-0.9	3	8	-5	-9	31	-10	-15
O=[N+]([O-])c1cccc2c(Cl)ccnc12
→ 2	3.9	-3	9	17	-13	4	26	-28
COc1cccc(OC)c1OCc1cc(C2C3CCCC=C3C(C#N)=C(N)C2(C#N)C#N)c(C)cc1C (stereo not given)
→ 1	-0.5	-9	19	-6	-15	37	1	-46
Cn1c(=O)c2c(nc(NCc3cccnc3)n2Cc2cccc(C(F)(F)F)c2)n(C)c1=O
→ 4	0.8	0	12	-11	-2	32	-2	3
CCCC(=O)NCc1nc2ccccc2n1C
→ 0[fluorescence artefact?]	-0.2	-1	12	3	0[fluorescence artefact?]	6	-3	-14
Clc1cccc(Cl)c1CSc1nnc(CN2CCOCC2)n1-c1ccccc1
→ -4	-1.1	2	18	-9	-12	14	1	-47
Cc1nc(C)c(CCNC(=O)c2ccc(C(F)(F)F)cc2)s1
→ -4	0.9	-4	4	2	4	-10	0	-10
O=C(CN1C(=O)C2CCCCC2C1=O)N1CCN(c2ncccn2)CC1 (stereo not given)
→ -1	0.4	-1	6	-5	-3	-2	4	-24
CN=C1NN=C(c2cc(C)n(-c3c(C)n(C)n(-c4ccccc4)c3=O)c2C)CS1
→ 2[fluorescence artefact?]	0.5	-19	7	-3	-21	12	5	-12
COc1ccc(CNCCSc2nnnn2C)c(OC)c1OC
→ 4	0.2	-4	14	-3	-4	5	18	-15
CC1(C)CC(CC(=O)O)(c2ccc(F)cc2)CCO1 (stereo not given)
→ 5	0.6	-1	8	-5	-2	1	2	-1
Cc1cccc(NC(=S)N(CCN(C)C)Cc2cccs2)c1
→ -1	0.2	4	5	4	-5	-6	0	3
CCOC(=O)c1c(N)sc(C(O)(C(F)(F)F)C(F)(F)F)c1-c1ccccc1
→ -1[fluorescence artefact?]	0.3	-3	13	9	-11[fluorescence artefact?]	2	-1	24
COc1ccc(N(CC(=O)Nc2nccs2)S(=O)(=O)c2c(C)nn(C)c2C)cc1
→ -4[fluorescence artefact?]	0.8	1	8	-3	4	2	2	-23
Clc1ccc(/C=N/c2c(-c3ccc(Cl)cc3)nc3n2CCS3)cc1
→ -8	0.0	-14	16	nt	-6	-19	0	-22
CC(C(=O)Nc1ccc2c(c1)OCCO2)N(c1ccccc1)S(C)(=O)=O (stereo not given)
→ -6	0.0	-5	13&14	16	3	21&18	29	1
CCCNCC1COc2ccccc2O1 (stereo not given)
→ -1	1.0	1	4	-3	-7	5	-20	18
Brc1cccc(CNc2nc3ccccc3n2CCN2CCCCC2)c1
→ -7	-0.8	16	6	nt	-5	19	-5	13
O=C(c1cc(-c2ccc(Cl)cc2)n(-c2cc(Cl)ccc2Cl)n1)N1CCOCC1
→ 1	-0.3	-3	19	-11	10	47	-1	-3
Cc1nnc(SCCn2c(Br)nc3c2c(=O)n(C)c(=O)n3C)s1
→ 3	-0.2	-1	9	9	8	15	3	-15
Cc1ccc(C2=NN(CC(=O)NCc3ccco3)C(=O)CC2)cc1
→ -2	0.7	-1	6	-1	-3[fluorescence artefact?]	-10	3	-7
COCCN1C(=O)C(=O)/C(=C(/O)c2cccc(OC)c2)C1c1ccco1 (stereo not given)
→ 6	0.1	-5	11	7	37	9	0	19
CCCNC(=O)CCc1cc(C(C)(C)C)c(O)c(C(C)(C)C)c1
→ 1	1.1	-4	6	3	8	10	3	25
CCCc1[nH]nc2c1C(c1ccncc1)C(C#N)=C(N)O2 (stereo not given)
→ 9[fluorescence artefact?]	1.6	-11	20	9	3	-1	1	5
Cc1cc(NC(=O)c2c(-c3ccccc3Cl)noc2C)no1
→ 3	-0.2	3	nt	1	1[fluorescence artefact?]	38	1	-11
CCC(C)c1ccccc1NC(=O)C(C)NCCN(C)C (stereo not given)
→ 4	1.3	-7	-2	3	49	-13	0	-4
CCOc1nc(NCc2ccco2)nc(Nc2ccc(OC)cc2)n1
→ -1	0.7	-1	15&16	10	-12	31&18	2	4
COc1ccc(OC)c(NC(=O)C23CC4CC(C2)CC(n2cnc(Br)n2)(C4)C3)c1
→ -3	0.4	-6	2	7	-19	18	1	16
O=C(NCCc1ccc(Cl)cc1)Nc1ccc(Cl)cc1
→ 10	49	10	1	0	0	-17	-1	-17
O=C(Nc1ccc(N2CCN(C(=O)c3cccs3)CC2)c(Cl)c1)c1cccnc1
→ -2	32	-1	8	6	-11	-49	18	-7

# Later entries:
# The line under a structure holds: eIF4E 4G PPI	L929 necroptosis	TbHK1 inh	EP2 antag	Rad51 HR inh	14-3-3 Bad inh	EP2 mod	Hck Nef HTS	m-calpain inh
Cc1cc(C)nc(-n2ncc3c2CC(c2ccccc2)CC3=O)n1 (stereo not given)
→ 6	-0.5	-6	12	-14	-3	-2	7	-25
CN(C)c1ccc(C(=O)C(O)c2ccccc2)cc1 (stereo not given)
→ 5	0.0	-40	5	2	-21	12	1	28
CCN(CC)S(=O)(=O)c1cc([N+](=O)[O-])ccc1N=Nc1c(O)[nH]c2ccccc12
→ 4	0.7	5	6	-2	23	5	7	21
CC(C)(C)C1CCC(=NNS(=O)(=O)c2ccc(Br)cc2)CC1 (stereo not given)
→ 1	-0.7	-1	10	-12	-6	9	4	9
CC(C)NC(=O)COC(=O)c1cc(Br)ccc1Cl
→ 4	0.2	-7	14	8	-3	8	2	0
CCOc1ccc(C(=O)CCC(=O)NC(C)C(=O)OC)cc1 (stereo not given)
→ 4	0.3	2	5	15	-7	16	0	3
COc1ccccc1C(=O)Nn1cnc2ccccc2c1=O
→ -2	0.4	-2	16	-6	8	13	0	-5
O=C1CC(c2c[nH]c3ccccc23)C(=O)N1c1ccccc1 (stereo not given)
→ -5	-1.1	6	10	-6	-6	27	11	6
Fc1ccc(NC(=S)NC2CC3CCCC(C2)N3Cc2cccs2)cc1 (stereo not given)
→ 3	-0.1	5	16	1	-16	-63	20	9
Nc1nc(SCC(=O)Nc2ncc(C(F)(F)F)cc2Cl)n[nH]1
→ -3	0.6	-8	5	15	-9	32	0	-20
O=C(COC(=O)CCCNC(=O)c1ccc(Cl)cc1)NC1CC1
→ -3	-0.3	-3	6	-2	-7[fluorescence artefact?]	-9	3	23
CN(C)CCCNC(=O)/C(=C\c1ccc(-c2cccc([N+](=O)[O-])c2)o1)NC(=O)c1ccccc1
→ 1	0.1	-44	3	-5	-5	4	34	-7

# Copied from the list.
# Rad51 HR inh with `O=C1CC(c2c[nH]c3ccccc23)C(=O)N1c1ccccc1` (stereo not given) : -6
# L929 necroptosis with `Fc1ccc(NC(=S)NC2CC3CCCC(C2)N3Cc2cccs2)cc1` (stereo not given) : -0.1
# EP2 mod with `O=C(COC(=O)CCCNC(=O)c1ccc(Cl)cc1)NC1CC1` : -9

# An excerpt; count on the stated rates, not on these rows.
